# Compound activity from PubChem.
# PhoP inhibition: inhibitors of PhoP regulon expression, primary screen, Salmonella Typhimurium, GFP reporter (AID 1863). S. Typhimurium PhoP-regulated promoter GFP reporter, 4 h; higher % means a stronger effect. 300,000 compounds, 0.16% hits. inhibition, % at 50 µM; hits with a dose series show IC50 in µM;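 active = inhibition over 29.93%, a cutoff 3 SD above the screen mean, later confirmed by dose response; inconclusive = inhibition over 29.93% but no dose response follow-up; inactive = inhibition at most 29.93% or unconfirmed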;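 note: 0% = low Mg2+ inducing control and 100% = high Mg2+ repressing control; strong numbers were not always called active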
# Myeloid diff MLP: myeloid differentiation induction; ER-HoxA9 myeloid progenitors, lysozyme-GFP differentiation, flow cytometry; calls only at 10 µM; 360,000 compounds, 1% hits; AID 624256;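 active = normalized GFP-positive differentiation at or above the plate's own cutoff, the solvent-only control mean plus 3 SD; inconclusive = no clear call, values can overlap the other calls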;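 note: cells exposed to compound for four days before flow analysis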
# West Nile antiviral: inhibition of WNV-induced cytopathic effect – cell-based, CPE readout (AID 1621) | 290,000 compounds, 0.02% hits | West Nile virus-infected cells, CPE inhibition; higher % means a stronger effect | CPE inhibition, % at 10 µM, or IC50 in µM where a hit was titrated; in the data active = a potency from the dose series; inconclusive = CPE inhibition mostly from about 3.7% at the one dose, without a potency; inactive = the rest, 99 in 100 with CPE inhibition below about 2.2%; note: strong numbers were not always called active
# T cell HTS: T cell immune modulation candidate | 2C CD8+ T cell-vesicle binding, flow cytometry; hits give low values | calls only at 7 µM | 330,000 compounds, 0.068% hits | AID 2052;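 active = response, share of CD8 T cells binding vesicles, and their 90th percentile fluorescence all below set limits, cut at about 80% in these data, passing the limit was not always enough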
#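 Read-out – percent CD8+ FL2 mean versus row control · System – murine 2C transgenic CD8+ T lymphocytes · Times – 1.5 h cell–vesicle binding at 37 °C, then 20 min icy labelling · Control set – naked vesicles low, QL9 vesicles with vehicle high · Detection – cytometric PE anti-B7-1 and Alexa647 anti-CD8 signals after 1% paraformaldehyde fixation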
# WT yeast gro inh: growth inhibition of WT yeast, mitochondrial fusion screen | mitochondrial fusion phenotypic screen, WT strain | inhibition, % at 10 µM | 190,000 compounds, 2.1% hits | AID 1362; in the data active = inhibition above about 58%; tested in S. cerevisiae
# Large T inhibition: SV40 large T antigen inhibitors, biochemical (AID 1903); 310,000 compounds, 0.39% hits; one-dose inhibition, % at 20 µM; IC50 in µM for titrated hits; SV40 large T antigen ATPase/helicase inhibition assay; higher % means a stronger effect; in the data active = a potency from the dose series; inconclusive = inhibition mostly from about 32% at the one dose, without a potency; inactive = the rest, 99 in 100 with inhibition below about 32%; note: strong numbers were not always called active
# RSV CPE inhibition: inhibition of RSV-induced cytopathic effect – HEp-2 cells, primary 10 µM value included (AID 2391); HEp-2 cells, RSV-induced CPE inhibition; higher % means a stronger effect; one-dose CPE inhibition, % at 10 µM; IC50 in µM for titrated hits; 310,000 compounds, 0.13% hits; in the data active = a potency from the dose series; inconclusive = CPE inhibition mostly from about 23% at the one dose, without a potency; inactive = the rest, 99 in 100 with CPE inhibition below about 21%; note: strong numbers were not always called active
# b-catenin transl: beta-catenin nuclear translocation modulation; nuclear translocation activity, % at 5 µM; AID 1665; 190,000 compounds, 0.3% hits; HeLa beta-catenin nuclear translocation, immunofluorescence imaging;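 active = nuclear translocation activity above 50% at 5 µM, with a well cell count of 50 or more; inconclusive = wells under 50 cells across six images, flagged as toxic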;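 note: per-cell ratio of nuclear to cytoplasmic median beta-catenin stain intensity; plate controls were DMSO negative control for no effect and GSK-3 inhibitor IX positive control for full effect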
#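 Technique: fluorescence imaging of beta-catenin antibody stain plus DAPI / Material: human HeLa cell line / Incubation: compound treatment 24 h, 37°C, 5% CO2 / Read-out basis: % activation of per-cell nuclear versus cytoplasmic median beta-catenin signal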
# MgcRacGAP inhibition: MgcRacGAP GTPase-activating activity inhibitors, confirmation, biochemical, ADP Hunter fluorescence | inhibition, % at 30 µM, or IC50 in µM where a hit was titrated | MgcRacGAP-stimulated Rac1 GTP hydrolysis, ADP Hunter fluorescence; higher % means a stronger effect; GST-tagged Rac1 F28L mutant substrate | 340,000 compounds, 0.6% hits;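 active = first-screen hits whose inhibition reached a set limit at any dose in the follow-up dose series; inconclusive = inhibition above the set first-screen limit but never retested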;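 note: fluorescence reports GDP produced by GAP-driven GTP hydrolysis; strong numbers were not always called active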
# WT yeast gro inh mutant strain: second read-out of WT yeast gro inh, no call of its own (marks repeat the call); inhibition, %; mitochondrial fusion phenotypic screen, mutant strain inhibition
# b-catenin transl cell count 5 µM: recorded beside b-catenin transl, whose call it bears; cell count; measured here: cell count, cytotoxicity flag
# T cell HTS vesicle-bound %: also measured in T cell HTS; calls as there; double positive events, %; measured here: CD8+ vesicle-bound cell fraction;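 binding gate set so that unloaded-vesicle control wells show 10% double positive cells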
# Myeloid diff MLP GFP+ MAC1+ %: recorded beside Myeloid diff MLP, whose call it bears; GFP+ MAC1+ double positive, %; measured here: differentiation confirmed by MAC1 staining
# An asterisk follows results filed as active; i = inactive; ? = inconclusive; / = not tested or not shown; + = active, no number.
SMILES,PhoP inhibition,Myeloid diff MLP,Myeloid diff MLP GFP+ MAC1+ %,West Nile antiviral,T cell HTS,T cell HTS vesicle-bound %,WT yeast gro inh,WT yeast gro inh mutant strain,Large T inhibition,RSV CPE inhibition,b-catenin transl,b-catenin transl cell count 5 µM,MgcRacGAP inhibition
Cc1ccc(OCC(=O)Nc2ccc(S(=O)(=O)N3CCCC3)cc2)cc1,1%,i,0.3,-0.4%,i,12,/,/,5%,2.8%,/,/,4%
CCCCn1c(CN2CCN(c3cccc(Cl)c3)CC2)nc2c1c(=O)[nH]c(=O)n2C,0%,/,/,-0.3%,i,29,11,7,8%,-0.8%,1.3,999,6%
Cn1c(N)c(C(=O)COC(=O)c2cc(-c3ccco3)nc3ccccc23)c(=O)n(Cc2ccccc2)c1=O,0%,/,/,/,i,31,0,-3,?,0.8%,/,/,/
CCOC(=O)C1CCN(C(=O)c2ccc3c(c2)S(=O)(=O)c2ccccc2C3=O)CC1,3%,i,1.0,-0.3%,i,17,/,/,8%,4.3%,/,/,9%
Nc1nonc1-n1nnc(C(=O)N/N=C/c2ccc3c(c2)OCO3)c1-c1ccccc1,5%,i,0.5,-0.1%,i,46,/,/,7%,2.5%,/,/,6%
Clc1ccccc1COc1ccccc1-c1nnco1,1%,i,0.4,1.6%,i,24,8,-6,19%,3.2%,-4.5,870,10%
COc1ccc(NS(=O)(=O)c2cc(C(=O)O)ccc2C)cc1,-3%,i,12,1.8%,i,19,59*,-2.4*,3%,-0.7%,0.4,1112,-3%
COc1nccnc1NS(=O)(=O)c1ccc(NCc2cc(Br)ccc2O)cc1,10%,i,0.5,-0.6%,i,50,/,/,9%,6.8%,/,/,5%
Nc1nnc(SCc2ccc(F)cc2)s1,1%,i,4.5,0.0%,i,21,3,-2,12%,0.1%,0.9,1019,9%
CN=c1sc(C(=O)Nc2ccccc2)c(C)n1C,-5%,i,0.4,0.2%,i,47,-2,4,5%,-0.9%,0.5,1150,-2%
COCCNC(=S)NC(=O)CC12CC3CC(CC(C3)C1)C2,-5%,i,1.6,-1.1%,i,55,1,4,9%,10%,0.2,994,1%
CCC(C)NCC(=O)Nc1ccc([N+](=O)[O-])cc1C(=O)Nc1ccccc1F (centres undefined),1%,i,0.2,-0.8%,i,36,16,-5,8%,-1.0%,-3.2,1065,10%
COc1cccc(Nc2nc(-c3cccs3)nc3ccccc23)c1,-6%,i,0.4,-0.9%,i,53,66*,63*,4%,40%,2.0,1024,12%
CCCCOc1cccc(C(=O)N(Cc2ccccc2)C2CCS(=O)(=O)C2)c1 (centres undefined),4%,i,0.7,-1.0%,i,18,/,/,-1%,1.8%,/,/,7%
C=C1CCC[C@]2(C)C[C@H]3OC(=O)C(CN4CCOCC4)[C@H]3C[C@@H]12 (some centres undefined),27%,i,3.0,-0.3%,i,14,/,/,-12%,0.2%,/,/,6%
O=C(Nc1ccnn1C1CCN(Cc2cccc(OCCO)c2)CC1)C1CC1,-2%,i,1.8,-0.4%,i,36,/,/,10%,-1.2%,/,/,9%
CC(=O)Oc1cc(C)cc2oc(=O)cc(-c3ccccc3)c12,-3%,i,2.4,-0.6%,i,50,/,/,11%,0.8%,/,/,12%
CCOC(=O)c1cccc(NC(=O)/C=C/c2cccc([N+](=O)[O-])c2)c1,-9%,i,6.6,2.0%,i,42,-5,10,20%,1.8%,-0.8,1436,-1%
COc1ccc2nc(NC(=O)CSc3nnc(C)n3N)sc2c1,0%,i,1.9,1.0%,i,59,/,/,9%,-0.4%,-0.7,1092,-4%
COc1ccc2c(c1OC)C(=O)N(C(C)C(=O)O)C2=O (centres undefined),-7%,i,6.1,0.1%,i,48,19,8,12%,0.1%,/,/,11%
COc1ccc(CCN(C)C(=O)c2ccc(COc3ccccc3)o2)cc1OC,-1%,i,0.3,-0.3%,i,66,/,/,-4%,1.2%,/,/,8%
CC(C)(C)NS(=O)(=O)c1ccc(CCC(=O)N2CCCC2)cc1,-8%,i,0.3,0.0%,i,50,10,-16,3%,-1.7%,0.7,1551,8%
CC(=O)N(C)C1=C(O)c2ccccc2C(=O)C1=O,-7%,i,1.3,1.0%,i,32,-11,1,-11%,1.3%,-0.1,1392,3%
COc1ccc(CCNC(=O)C(=O)NCC2OCCN2S(=O)(=O)c2cc(F)ccc2F)cc1OC (centres undefined),/,i,2.3,-0.4%,i,32,/,/,17%,2.6%,/,/,10%
O=C(NC1CC2CCCC(C1)N2C(=O)NC1CCCCC1)c1ccccc1 (centres undefined),-4%,i,1.0,-0.8%,i,17,-9,-16,9%,1.9%,-2.8,1162,8%

# 2 entries from above in a different format.
# The line under a structure holds: PhoP inhibition	Myeloid diff MLP	Myeloid diff MLP GFP+ MAC1+ %	West Nile antiviral	T cell HTS	T cell HTS vesicle-bound %	WT yeast gro inh	WT yeast gro inh mutant strain	Large T inhibition	RSV CPE inhibition	b-catenin transl	b-catenin transl cell count 5 µM	MgcRacGAP inhibition
> CN=c1sc(C(=O)Nc2ccccc2)c(C)n1C
  -5%	i	0.4	0.2%	i	47	-2	4	5%	-0.9%	0.5	1150	-2%
> COCCNC(=S)NC(=O)CC12CC3CC(CC(C3)C1)C2
  -5%	i	1.6	-1.1%	i	55	1	4	9%	10%	0.2	994	1%

# Following part.
SMILES,PhoP inhibition,Myeloid diff MLP,Myeloid diff MLP GFP+ MAC1+ %,West Nile antiviral,T cell HTS,T cell HTS vesicle-bound %,WT yeast gro inh,WT yeast gro inh mutant strain,Large T inhibition,RSV CPE inhibition,b-catenin transl,b-catenin transl cell count 5 µM,MgcRacGAP inhibition
COCCn1c(=NC(=O)/C=C/c2ccccc2)sc2cc(NC(C)=O)ccc21,-18%,i,1.1,-0.6%,i,30,1,-1,0%,1.0%,0.0,1058,-1%
Cc1cccc(-c2noc(-c3ccccc3C(=O)NCC3CCCO3)n2)c1 (centres undefined),3%,i,1.2,0.2%,i,43,-11,0,6%,0.3%,-0.5,1223,8%
Cc1ccc(-c2csc(N3CCC[C@@H]3C(=O)NCCn3c(C(F)(F)F)nc4ccccc43)n2)cc1,-1%,i,3.5,-0.5%,i,60,/,/,18%,3.8%,/,/,1%
COC(=O)CNC(c1ccccc1)c1cc(C)ccc1NC(=O)CNC(=O)OCc1ccccc1 (centres undefined),17%,i,0.7,-0.9%,i,22,5,2,5%,0.5%,-1.4,1183,3%
O=C1c2ccccc2C(=O)N1CCCCCc1nc(-c2ccccc2)no1,3%,i,0.6,0.1%,i,20,2,10,2%,1.3%,/,/,16%
COc1ccc2c(c1)C(=O)CC(O)(C(F)F)O2 (centres undefined),-3%,i,0.6,0.0%,i,10,/,/,19%,0.8%,-1.1,1332,3%
CCOc1nc2c(c(-c3cccs3)c1C#N)Cc1ccccc1-2,-11%,i,0.1,-0.1%,i,22,/,/,11%,-0.3%,-0.2,1404,/
Cc1cc(-c2ccccc2)c2nncn2n1,6%,i,0.4,0.1%,i,34,8,0,10%,1.9%,-2.8,1082,3%
CCCOc1ccc(CN(C)c2ncnc(N)n2)cc1,1%,i,0.3,-0.9%,i,33,/,/,4%,3.9%,/,/,4%
Cc1ccc(C)c(NC(=O)CCc2ccc(C)o2)c1,-3%,i,1.0,-0.9%,i,41,/,/,4%,0.3%,/,/,-1%
Cc1ccc(C(=O)O)cc1NC(=S)NCCc1ccccc1,-4%,i,2.1,-0.3%,i,0,/,/,14%,1.9%,/,/,5%
COc1ccc(N2CCN(C(=O)c3ccc(NC(=O)C4=CSCCO4)cc3)CC2)cc1,-11%,i,1.6,0.1%,i,14,/,/,11%,9.1%,/,/,?
O=C(NCCc1ccccc1F)c1cccc2cccnc12,3%,+,0.5*,0.0%,i,23,/,/,-6%,0.8%,/,/,5%
O=C(NC1CCCC1)C1CCN(C(=O)c2ccc(Cl)cc2)CC1,0%,i,0.7,-0.5%,i,40,/,/,-5%,1.9%,/,/,5%
CCOc1ccc(OCCOC(=O)CNC(=O)c2ccc(Cl)cc2Cl)cc1,5%,i,0.4,/,i,10,/,/,6%,-0.6%,/,/,9%
COC(=O)c1c(C)[nH]c(C)c1C(C)=O,-4%,i,0.3,0.1%,i,23,/,/,5%,1.8%,-1.8,1115,-5%
CCC(=O)N1c2ccc(S(=O)(=O)NCCc3ccccc3)cc2CC1C (centres undefined),-4%,i,1.2,-1.8%,i,62,/,/,14%,20%,/,/,11%
COc1ccc(NC(=O)Cc2ccc(Cl)cc2)cc1S(=O)(=O)N1CCCCC1,/,i,0.6,/,i,45,/,/,/,5.8%,/,/,4%
O=C(COc1ccccc1Br)N1CCN(C(=O)c2ccco2)CC1,3%,i,1.0,0.2%,i,50,/,/,6%,1.2%,/,/,6%
C=CCOc1c(CNc2ncn[nH]2)cccc1OC,-9%,i,0.9,0.0%,i,12,2,-6,22%,1.1%,2.0,1295,15%
C=CCN(Cc1ccc(Cl)s1)C(=O)c1cc(S(=O)(=O)N2CCOCC2)ccc1F,/,i,0.8,/,i,35,/,/,/,2.7%,/,/,1%
CCC(C)(C)N1CC(=O)N(Cc2ccccc2)C(c2ccc(OC)cc2)C1=O (centres undefined),-2%,i,0.2,-0.3%,i,47,26,17,16%,0.4%,-5.5,994,0%
O=C(c1cccc(C(=O)N(c2ccccn2)C2CCCCC2)c1)N(c1ccccn1)C1CCCCC1,0%,i,0.2,-1.2%,i,17,-1,8,4%,3.0%,-1.9,1069,-6%
CCC(C)(C)n1nnnc1CN(Cc1cc2cc(OC)c(OC)cc2[nH]c1=O)C1CCCC1,0%,i,0.6,-0.3%,i,37,-4,-25,0%,-2.6%,-2.8,1243,14%
COC(=O)c1ccc(NC(=O)c2c(Br)cnn2C)cc1,1%,i,0.0,-0.5%,i,24,/,/,14%,-0.3%,/,/,19%
COc1ccc(-c2nc(C#N)c(NCCCn3ccnc3)o2)cc1OC,7%,i,0.9,-0.5%,i,43,11,-5,-2%,-0.6%,-3.5,1245,9%
CCN(CC)c1ccc(/C=N/N2CCN(Cc3ccccc3Cl)CC2)c(O)c1,-2%,i,0.4,-1.1%,i,36,/,/,12%,18%,-0.6,1430,14%
